# Screening results as filed in PubChem BioAssay.
# NR2E3 ag-1: agonists of human nuclear receptor NR2E3; Q9Y5X4; GST-NR2E3/biotin-RetCOR TR-FRET, 1536-well; inhibition of corepressor binding, % at 4.78 µM; 0.12% of 320,000 active; AID 2300;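 active means percent inhibition above the cutoff of mean plus 3 SD of all tested compounds, set per screening campaign, cut at about 20% in these data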;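 further: 0% = DMSO wells and 100% = biotin wells as full block of FRET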
# Target sequence (Q9Y5X4 whole entry, looked up): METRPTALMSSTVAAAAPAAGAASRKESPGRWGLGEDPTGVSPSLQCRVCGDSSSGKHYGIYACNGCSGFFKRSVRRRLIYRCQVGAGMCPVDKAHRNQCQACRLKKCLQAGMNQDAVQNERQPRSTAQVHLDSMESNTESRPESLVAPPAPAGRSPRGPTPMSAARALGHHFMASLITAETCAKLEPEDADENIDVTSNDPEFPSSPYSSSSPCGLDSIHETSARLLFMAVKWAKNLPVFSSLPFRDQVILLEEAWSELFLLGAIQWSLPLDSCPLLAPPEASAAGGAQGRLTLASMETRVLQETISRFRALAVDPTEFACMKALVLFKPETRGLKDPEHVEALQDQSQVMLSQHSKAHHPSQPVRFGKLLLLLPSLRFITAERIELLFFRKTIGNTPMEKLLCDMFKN
#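 Assay system: NR2E3–RetCOR corepressor complex. Quantity: 1.35 nM GST-NR2E3. Buffer or medium: pH 7.5 Tris-based buffer. Reagent: biotinylated RetCOR corepressor at 7 nM final. Schedule: 5 h at 4 °C. Detection: TR-FRET, emission read at 617 and 671 nm. Replicates: one well per compound, singlicate testing.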
# Vif imaging: inhibitors of HIV Vif | inhibition, % at 7.49 µM | 0.35% of 340,000 active | AID 602346 | HEK293T cells, Vif self-association by quenched fluorescence, imaging, 24 h; in the data active means inhibition above about 50%, passing the limit was not always enough; further: some results filed as inactive read as strong as hits
# Shn3 3UTR inh: reduces Shn3 3'UTR luciferase signal in osteoblasts | AID 588674 | 0.52% of 360,000 active | inhibition, % at 12.5 µM | Clone20 osteoblast Shn3 3'UTR firefly luciferase, 24 h;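 active means mean inhibition of at least 75% with every replicate also reaching 75%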;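 further: 0% = median of neutral control wells and 100% = pilot-screen positive control compound; some compounds past the cut are filed as inactive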
# Peg3 promoter: reduces Peg3 promoter-driven luciferase expression in HeLa. 1.7% of 360,000 active. inhibition, % at 20 µM. HeLa PEG-Prom luciferase reporter, luminescence, overnight;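 active means inhibition of at least 50% at 20 µM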
# CaV13 FRET inh: Disruptors of the CACNA1D IQ motif to Ca2+-dependent inactivation inhibitor domain association, primary screening, Förster resonance energy transfer in intact living …; HEK cells, CFP/YFP FRET ICDI-IQ, plate reader, 10 min; percent FRET-ratio fall versus neutral wells; inhibition, % at 12.3 µM; 0.098% of 340,000 active; AID 743397;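 active means mean replicate inhibition of at least 30% and at least 1% of replicates passing that level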;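 further: 0% = median of the neutral control wells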
# CF NFkB block: inhibitors of cystic fibrosis induced NF-kB; 0.86% of 360,000 active; KKLEB NF-kB-GFP reporter, PAF-induced, GFP fluorescence overnight; inhibition, % at 5 µM; AID 588850;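 active means at least 50% inhibition at 5 µM, scaled per plate between neutral and stimulator controls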;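 further: PAF is a Pseudomonas aeruginosa culture filtrate used as stimulus; plate controls were PAF-stimulated DMSO wells for no effect and unstimulated DMSO wells for full effect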
# NR2E3 ag-2: activates human NR2E3 receptor | CHO-S Gal4-NCOR/VP16-NR2E3 two-hybrid, luciferase | inhibition of corepressor binding, % at 3.98 µM | AID 602229 | 0.35% of 360,000 active;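 active means inhibition above the mean of all tested compounds plus 3 SD, cut at about 70% in these data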;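 further: 0% = DMSO with NR2E3 transfected cells and 100% = cells lacking NR2E3 construct; higher means lower luciferase signal from less NR2E3 corepressor binding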
# HIF-2a block: blocks HIF-2a reporter activity; 786-0 RCC cells HIF-2a reporter, luciferase luminescence, overnight; inhibition, % at 18.8 µM; 0.72% of 360,000 active; AID 624352;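 active means inhibition of the luminescence signal of 40% or more relative to plate controls, in a single-dose primary screen at 18.75 µM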
# PDI turbidity: PDI (human) enzyme inhibition; 0.052% of 350,000 active; P07237; PDI insulin aggregation turbidity, A650, 90 min; inhibition, % at 10 µM;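 active means mean inhibition across replicates of 30% or more, whatever share of single replicates reach that level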;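 further: absorbance from insulin aggregation driven by PDI reduction with DTT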
# Target sequence (P07237 whole entry, looked up): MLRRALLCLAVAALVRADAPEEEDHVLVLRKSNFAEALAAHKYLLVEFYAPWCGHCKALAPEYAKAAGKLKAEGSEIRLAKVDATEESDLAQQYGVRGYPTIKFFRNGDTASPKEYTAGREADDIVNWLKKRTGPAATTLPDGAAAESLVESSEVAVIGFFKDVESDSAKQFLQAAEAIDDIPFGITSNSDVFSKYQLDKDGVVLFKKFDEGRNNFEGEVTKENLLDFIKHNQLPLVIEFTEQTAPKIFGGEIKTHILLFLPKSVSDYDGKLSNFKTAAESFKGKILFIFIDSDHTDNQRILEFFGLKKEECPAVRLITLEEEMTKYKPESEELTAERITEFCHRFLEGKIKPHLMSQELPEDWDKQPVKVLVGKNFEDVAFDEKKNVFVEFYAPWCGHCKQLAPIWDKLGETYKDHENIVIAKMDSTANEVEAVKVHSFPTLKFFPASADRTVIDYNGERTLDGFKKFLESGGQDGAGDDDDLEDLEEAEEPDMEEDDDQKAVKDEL
# MITF TRPM1 inh: MITF TRPM1 promoter inhibition in SK-MEL-5 cells; SK-MEL-5 TRPM1 promoter luciferase, 24 h; inhibition, % at 12.5 µM; 0.83% of 330,000 active; AID 488899;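 active means mean inhibition across replicates of 60% or more, whatever share of single replicates reaches that level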; further: values of inactives mirror those of a sister screen read the other way
# KKLEB tox: reduces viability of KKLEB cystic fibrosis airway cells | KKLEB CF airway cells viability, ATPlite luminescence, overnight; stronger effect = lower value; cells stimulated with P. aeruginosa culture filtrate | activity change (cytotoxicity), % at 5 µM | 0.36% of 360,000 active | AID 602141;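 active means corrected activity change at or below -50% at 5 µM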
# * marks the source's active call; other numbers are inactive results; . = no result given. Compounds as they come; any-hit rate near 3.3%.
# The line under a structure holds: NR2E3 ag-1	Vif imaging	Shn3 3UTR inh	Peg3 promoter	CaV13 FRET inh	CF NFkB block	NR2E3 ag-2	HIF-2a block	PDI turbidity	MITF TRPM1 inh	KKLEB tox
CCOc1ccc(CCN2C(=O)C3C4CCC(O4)C3C2=O)cc1OCC (configuration not stated)
→ 4	-3	10	-7	-7	14	-1	-3	-4	.	1
COc1ccc2c(c1OC)C(=O)OC2CC(=O)c1ccc(N(C)C)cc1 (configuration not stated)
→ 3	-1	2	-3	.	-10	-1	14	0	-3	2
Clc1ccc(-c2nn3c(C4COc5ccccc5O4)nnc3s2)cc1 (configuration not stated)
→ 3	-2	-27	-41	-5	-21	-23	-87	4	-12	-8
O=C(COC(=O)[C@H](Cc1ccccc1)NS(=O)(=O)c1ccccc1F)NC1CCCCC1
→ -5	-3	3	-2	-4	-6	-14	11	3	8	-4
Cc1cc(N2CCOCC2)nc(N2CCOCC2)c1C#N
→ .	-1	3	-5	-6	-21	6	-15	1	.	12
Cc1nnc(SCC(=O)Nc2ccc(Br)cn2)[nH]c1=O
→ 1	3	13	7	-5	-5	-3	1	-2	14	4
CCC(C)c1nc2ccsc2c(N2CCOC2=O)c1-c1ccccc1 (configuration not stated)
→ -1	-1	12	19	-11	11	7	21	3	-6	-8
CCN1C(=O)C(CC(=O)Nc2ccc(OC)cc2)N(Cc2ccco2)C1=S (configuration not stated)
→ 0	-4	-6	10	-14	-10	-34	16	4	-8	9
Clc1cc(CSc2ccccc2)nc(-c2ccccc2)n1
→ 0	-2	-14	-18	.	1	-9	-20	6	-13	-4
CCOc1ccc(OCCC(=O)OCC(=O)N2CCN(S(=O)(=O)c3ccc(C)cc3)CC2)cc1
→ 0	12	-1	1	-14	13	-12	16	-2	8	18
COc1ccc(CNC/C=C/c2ccccc2)cc1
→ .	6	11	-1	-4	0	-5	9	2	1	-1
CC(=O)NC(C)c1cc(F)c2cccnc2c1O (configuration not stated)
→ -1	-6	-13	7	-8	-35	2	7	12	0	13
Cc1ccc(S(=O)(=O)NCCNS(=O)(=O)c2ccc(C)cc2)cc1
→ 4	-2	2	8	-3	11	9	-5	9	-2	4
COc1ccc(C2c3sc(=O)[nH]c3SCC2C(N)=O)cc1 (configuration not stated)
→ -3	6	4	3	-1	-4	-22	6	-6	-7	-16
CC(C)c1ccc(NC(=O)C2Cc3c(-c4ccccc4Oc4ccccc4)ccnc3O2)cc1 (configuration not stated)
→ .	-17	6	13	-6	-10	-2	-11	2	.	-2
COc1ccc(S(=O)(=O)N2CCN(CC(=O)c3c(N)n(C)c(=O)n(C)c3=O)CC2)cc1OC
→ .	.	-10	9	-5	-18	-16	11	0	.	15
Cc1ccc(NC(=O)C(C)N=C2NS(=O)(=O)c3ccccc32)cc1F (configuration not stated)
→ -2	-15	-37	-276	6	-18	-65	-244	-1	-25	4
Cc1nc2nc(SCC(=O)C(C)(C)C)[nH]c2cc1Br
→ -1	-3	-13	-40	-5	8	-26	-64	9	-12	4
c1ccc(N2CCN(Cc3nnnn3C3CCCCC3)CC2)cc1
→ 0	18	8	18	-5	9	-4	-5	7	-2	0
COCCNC(=O)c1ccc(S(=O)(=O)c2ccc(Cl)cc2)c(NC(C)=O)c1
→ -2	9	14	9	-18	25	11	22	-1	3	-10
CN(CC(=O)Nc1ccccc1Cl)C(=O)c1cccc(S(=O)(=O)N2CCN(c3ccccc3)CC2)c1
→ .	-3	87*	13	-6	16	63	10	2	28	-4
Cc1ccccc1C1NC(=S)NC2=C1C(=O)CC(C)(C)C2 (configuration not stated)
→ 3	4	7	12	1	-5	-18	7	4	7	3
COc1ccc(S(=O)(=O)Nc2cc(C(=O)NC3CCCCCC3)ccc2N2CCOCC2)cc1
→ 1	4	-17	-94	.	2	-96	-167	12	-44	2
COc1ccc(OCc2cc(C(=O)NCCN3CCCC(O)C3)no2)c(Cl)c1 (configuration not stated)
→ 0	8	-5	-16	.	-9	-14	-23	-8	9	-7
CSc1nc2ccc(NC(=O)c3c(-c4ccccc4)noc3C)cc2s1
→ -5	-14	-81	2	7	-14	0	-6	9	-7	19
COc1ccc(NC(=O)CSc2nc3ccsc3c(=O)n2CCCCCC(=O)O)cc1
→ -2	10	-4	9	-5	2	10	15	1	9	5
CCc1nn(C(C)C(=O)NCc2ccc(Cl)cc2)c(=O)c2cc3occc3n12 (configuration not stated)
→ 1	-5	-54	14	-3	-27	1	13	3	-7	5
COc1ccc(S(=O)(=O)NCC(c2ccc(F)cc2)N2CCOCC2)cc1Br (configuration not stated)
→ .	21	-4	15	-6	-9	11	1	31*	-18	-3
CCc1cc(C(=O)NNC(=S)NCc2ccccc2)cs1
→ 0	-13	-9	-69	-3	4	-30	-104	-1	-4	6
CC(C)CNC(=O)c1cccc(NC(=O)C(C)C)c1
→ 1	-2	7	22	-2	-8	0	8	0	-1	4
Cc1cc(F)ccc1S(=O)(=O)N(CC(=O)N1CCOCC1)CC(=O)N1CCOCC1
→ .	-3	-3	10	-6	-3	-13	2	-4	1	14
CC1(C(=O)NS(=O)(=O)c2ccc(F)cc2F)CCN1C(=O)Cc1ccccc1 (configuration not stated)
→ .	0	5	-6	-5	4	-16	9	-4	.	-14
Cc1ccc(NC(=O)NNC(=O)Cn2nc(-c3ccccc3)c(-c3ccccc3)c(C#N)c2=O)cc1
→ 4	9	2	-5	-4	7	-32	19	-1	27	0
Cc1cccc(C(=O)O/N=C(\N)c2cccc([N+](=O)[O-])c2)c1
→ -1	3	-33	-240	-8	-1	-6	-252	1	-31	13
COC(=O)c1ccccc1NC(=O)CN(c1ccc(OC)cc1)S(C)(=O)=O
→ 3	9	-7	19	-5	6	-12	13	-6	4	-8
O=C(CCN1CCCCC1)c1ccccc1
→ 1	-3	8	0	-7	5	-4	11	12	-3	-7
Cc1ccc(C)c(N2CCN(S(=O)(=O)c3ccc4c(c3)oc(=O)n4C)CC2)c1
→ 1	-13	-2	17	-5	-3	-11	14	15	4	5
COc1ccc(S(=O)(=O)N2CCC(C(N)=O)CC2)cc1
→ 8	5	-3	9	-6	11	-43	8	-1	8	2
O=C(O)/C=C/c1ccc(S(=O)(=O)NCc2ccco2)cc1
→ 0	-2	5	5	-7	-18	9	18	-1	3	8
C/C=C/c1ccc(OCCOc2cc(C=O)ccc2OC)c(OC)c1
→ 1	-1	-53	-180	-4	-22	-72	-195	0	-50	8
CC(=O)c1ccc(S(=O)(=O)N2CCN(C(=O)/C=C/c3ccc4ccccc4n3)CC2)cc1
→ 1	-2	-6	40	-15	37	2	35	2	73*	-17
Clc1ccc(-c2cc(C3CCNCC3)[nH]n2)cc1
→ -1	13	11	7	-3	-6	-5	0	4	-12	9
CCc1cccc(NC(=O)COC(=O)c2c(C)nn(-c3ccccc3)c2C)c1
→ .	1	-79	5	-4	8	3	-11	-2	.	-12
COc1ccccc1NC(=O)c1cccc2c(Br)cccc12
→ 3	0	10	1	-5	6	-12	-18	-8	13	-8
COc1ccc(-n2c(SCC(=O)Nc3ccc(C(N)=O)cc3)nc3c([nH]c4ccccc43)c2=O)cc1OC
→ 4	24	-15	-34	-3	-37	13	18	6	21	-18
CCCC(=O)N1CCC1(C)C(=O)Nc1cc(OC)c(OC)c(OC)c1 (configuration not stated)
→ .	4	-3	12	-5	2	6	12	-2	.	-3
O=C(c1cc(-c2ccncc2)nc2ccc(Br)cc12)N1CCN(Cc2ccc3c(c2)OCO3)CC1
→ 6	-7	27	38	-2	45	1	2	-12	-5	-8
CCOc1ccc(NC(=O)CN(C)C(=O)c2cccnc2Sc2ccc(C)cc2C)cc1OCC
→ .	-1	3	16	-6	0	-25	-4	-3	13	3
CC1(C(=O)NS(=O)(=O)c2ccccc2Cl)CCN1C(=O)Cc1cc(F)ccc1F (configuration not stated)
→ .	.	-2	2	-6	-6	5	5	7	.	5
CC1=Nc2cc(C(=O)O)ccc2Sc2c(C)ccc(C)c21
→ 0	69*	3	2	-20	-12	-31	3	3	-10	1
O=C(CCSc1ccccc1)Nc1nnc(-c2cccs2)o1
→ 5	-2	3	16	-7	25	8	6	0	.	4
CNC(=S)N/N=C/c1c2ccccc2c(Cl)c2ccccc12
→ 0	1	-7	-39	-6	-71	-34	-46	8	0	-5
O=C1NC(=O)N(Cc2ccccc2)CC1Br (configuration not stated)
→ .	13	-11	2	-6	2	-19	8	6	9	-10
COCc1cc(C)nc(SCc2ccc(Cl)cc2)c1C#N
→ -1	-5	16	4	-4	-4	-16	-43	12	-24	2
N#CCSc1nc2c(sc(=S)n2Cc2ccco2)c(=O)n1-c1ccc(F)cc1
→ -1	-13	22	41	-3	9	7	36	8	-10	2
COc1ccc2[nH]c(C(=O)NCc3ccccc3)c(C)c2c1
→ 0	-4	-19	-67	-16	7	-12	-135	-5	-5	5
O=C(COc1ccc(Cl)cc1Cl)NCCCCc1ccccc1
→ -2	-4	-14	11	-4	2	-39	-12	9	7	-10
CCCCCC(=O)Nc1nc2ccccc2[nH]1
→ 3	-14	-101	-216	-5	-4	-79	-227	-2	-54	6
OC1(c2cn(Cc3ccccc3)nn2)CCCCC1
→ 1	5	7	12	-2	-11	4	8	-1	5	11
N/C(=N\OC(=O)CCC1CCCCC1)c1ccc([N+](=O)[O-])cc1
→ -3	11	5	-16	-5	-15	5	-48	-3	15	-1

# Next part:
# The line under a structure holds: NR2E3 ag-1	Vif imaging	Shn3 3UTR inh	Peg3 promoter	CaV13 FRET inh	CF NFkB block	NR2E3 ag-2	HIF-2a block	PDI turbidity	MITF TRPM1 inh	KKLEB tox
C=CCNC(=O)c1ccc(-n2cccc2)cc1
→ 1	-13	-12	-54	1	-4	2	-60	10	-11	-2
CCN(CC)C(=O)c1[nH]cnc1C(=O)Nc1ccccc1F
→ .	5	-10	2	-4	-41	0	5	11	.	0
Cc1cc(OCC(=O)OCC(=O)N2CCc3ccccc32)ccc1Cl
→ 2	-4	-5	-5	-6	-5	0	4	11	7	0
CCNC(=O)C1(C)CCN(Cc2csc(-c3ccccc3)n2)C1 (configuration not stated)
→ .	-8	-5	-107	-12	-21	-62	-164	-2	.	15
O=C(COc1ccc(NC(=O)c2ccccc2)cc1)c1ccccc1
→ -1	7	-21	-33	.	10	-8	-51	10	1	-1
CCN1CCn2c1nc(N1CCCCC1)nc2=O
→ -1	1	1	6	-9	-13	20	5	1	3	5
CCN1CCN(C(=O)c2ccc(S(=O)(=O)Nc3ccccc3)cc2)CC1
→ 2	17	11	-3	-3	-19	-12	-13	-2	1	8
O=C(COc1ccc2cc(Br)ccc2c1)N1CCOCC1
→ .	0	-23	-193	-3	5	-49	-169	-12	.	-18
